High-throughput results from PubChem.
ROS inducer: raises reactive oxygen species in U2OS cancer cells | U2OS ROS induction, H2DCF-DA fluorescence | ROS induction (% of piperlongumine), % at 10 µM | actives 2% (n = 46,000) | AID 624156; in the data active = ROS induction above about 79%, passing the limit was not always enough;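 note: 0% = DMSO vehicle median and 100% = reference compound median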
The depositor's hits bear a star.

N#C/C(=C\Nc1cc(C(F)(F)F)cc(C(F)(F)F)c1)S(=O)(=O)Cc1ccc(Cl)cc1
- ROS inducer: -6.2
C[C@@H]1CN([C@H](C)CO)C(=O)CCCn2nncc2CO[C@H]1CN(C)S(=O)(=O)c1ccc(-n2cccn2)cc1
- ROS inducer: 1.0
C[C@@H]1CN([C@H](C)CO)C(=O)c2cccc(NC(=O)Nc3ccc(C(F)(F)F)cc3)c2O[C@@H]1CN(C)Cc1ccncc1
- ROS inducer: -2.2
C[C@H]1CN([C@@H](C)CO)C(=O)c2cc(NC(=O)CCCN(C)C)ccc2O[C@@H]1CN(C)C(=O)Nc1ccc2c(c1)OCO2
- ROS inducer: -3.1
O=C(NCc1ccc2c(c1)OCO2)C1CCCCC1
- ROS inducer: -5.3
C[C@@H]1CCCCO[C@@H](CN(C)C(=O)Cc2ccccc2)[C@@H](C)CN([C@H](C)CO)C(=O)c2cc(NC(=O)CCCN(C)C)ccc2O1
- ROS inducer: 0.4
Cc1cc(C(=O)Nc2cccc3c2O[C@@H](CN(C)C(=O)Nc2cccc4ccccc24)[C@@H](C)CN([C@@H](C)CO)C3=O)n(C)n1
- ROS inducer: -15.5
O=C(Cc1ccccc1)NCCc1c[nH]c2ccccc12
- ROS inducer: 3.8
C[C@H](CO)N1C[C@H](C)[C@H](CN(C)C(=O)Nc2cccc3ccccc23)Oc2ncc(-c3cccc(C(F)(F)F)c3)cc2C1=O
- ROS inducer: 108.7*
CN(CC(=O)O)C(=O)c1ccc(S(=O)(=O)N2CCCC2)cc1
- ROS inducer: 13.0
CCN(CC)c1nc(C#N)nc(OC)n1
- ROS inducer: 55.7
C[C@@H]1O[C@@H](OC[C@H]2O[C@@H](OCCc3ccccc3)[C@H](O)[C@@H](O)[C@@H]2O)[C@H](O)[C@H](O)[C@H]1O
- ROS inducer: -11.9
C[C@H]1CN([C@@H](C)CO)C(=O)c2cccc(NS(=O)(=O)c3ccc(F)cc3)c2O[C@H]1CN(C)Cc1ccc(C(=O)O)cc1
- ROS inducer: -5.6
Cc1ccc(S(=O)(=O)N(C)CC(=O)Nc2ccccc2[N+](=O)[O-])cc1
- ROS inducer: -3.2
C[C@H](CO)N1C[C@H](C)[C@@H](CN(C)S(=O)(=O)c2ccccc2)Oc2ccc(NC(=O)Nc3cccc4ccccc34)cc2C1=O
- ROS inducer: 18.9
C[C@@H]1CCCCO[C@@H](CN(C)C(=O)C2CCCCC2)[C@@H](C)CN([C@H](C)CO)C(=O)c2cc(NS(=O)(=O)c3ccccc3)ccc2O1
- ROS inducer: 109.7*
Cc1noc(C)c1NC(=O)N(C)C[C@@H]1Oc2c(NC(=O)c3ccc(-c4nccs4)cc3)cccc2C(=O)N([C@@H](C)CO)C[C@@H]1C
- ROS inducer: 2.3
C[C@H]1CN([C@@H](C)CO)C(=O)c2cccc(NC(=O)C3CCOCC3)c2O[C@@H]1CN(C)S(=O)(=O)c1cn(C)cn1
- ROS inducer: -6.4
Cc1noc(C)c1NC(=O)N(C)C[C@@H]1Oc2c(NS(=O)(=O)c3ccc(Cl)cc3)cccc2C(=O)N([C@@H](C)CO)C[C@@H]1C
- ROS inducer: -11.2
O=C(O)C1CCCCC1C(=O)Nc1ccc(S(=O)(=O)N2CCCCC2)cc1 (stereo not drawn)
- ROS inducer: -18.2
COC(=O)c1cccc(NC(=O)CN(c2ccc(Br)c(C)c2)S(C)(=O)=O)c1C
- ROS inducer: -2.5
C[C@@H]1CN([C@@H](C)CO)C(=O)c2cc(NC(=O)CCCN(C)C)ccc2O[C@@H]1CN(C)Cc1ccncc1
- ROS inducer: -19.5
C[C@@H]1CN([C@H](C)CO)C(=O)c2cccc(NC(=O)c3cnccn3)c2O[C@H]1CN(C)C(=O)Nc1cccc2ccccc12
- ROS inducer: -5.4
C[C@@H]1CCCCO[C@@H](CN(C)C)[C@@H](C)CN([C@H](C)CO)C(=O)c2cc(NC(=O)NC3CCCCC3)ccc2O1
- ROS inducer: 9.9
CCOC(=O)c1cn(CC)c2cc(F)c(F)cc2c1=O
- ROS inducer: 47.6

Filtered by structure, the compounds so far with a Cl atom
N#C/C(=C\Nc1cc(C(F)(F)F)cc(C(F)(F)F)c1)S(=O)(=O)Cc1ccc(Cl)cc1
- ROS inducer: -6.2
Cc1noc(C)c1NC(=O)N(C)C[C@@H]1Oc2c(NS(=O)(=O)c3ccc(Cl)cc3)cccc2C(=O)N([C@@H](C)CO)C[C@@H]1C
- ROS inducer: -11.2

The main list resumes, starting 3 compounds before the break.
C[C@@H]1CN([C@H](C)CO)C(=O)c2cccc(NC(=O)c3cnccn3)c2O[C@H]1CN(C)C(=O)Nc1cccc2ccccc12
- ROS inducer: -5.4
C[C@@H]1CCCCO[C@@H](CN(C)C)[C@@H](C)CN([C@H](C)CO)C(=O)c2cc(NC(=O)NC3CCCCC3)ccc2O1
- ROS inducer: 9.9
CCOC(=O)c1cn(CC)c2cc(F)c(F)cc2c1=O
- ROS inducer: 47.6
CCC/C=C/C=C/C1C[C@@H](O)[C@@H](O)C(=O)[C@H]1CO (stereo partly drawn)
- ROS inducer: 3.4
COc1ccc(S(=O)(=O)Nc2ccc3c(c2)C(=O)N([C@H](C)CO)C[C@H](C)[C@H](CN(C)C(=O)NC(C)C)O3)cc1
- ROS inducer: -7.6
C[C@H]1CN([C@@H](C)CO)C(=O)c2cc(NC(=O)Cn3cnnn3)ccc2O[C@H]1CN(C)C(=O)Nc1ccccc1
- ROS inducer: -1.6
Cc1ccc(OCC(=O)Nc2cc(Cl)ccc2N2CCOCC2)c(C)c1
- ROS inducer: 2.1
O=C(NCC(O)c1ccccc1)c1ccc(Cl)c(S(=O)(=O)N2CCOCC2)c1 (stereo not drawn)
- ROS inducer: 1.1
COc1ccc(NC(=O)Nc2cccc3c2O[C@@H](CN(C)S(=O)(=O)c2ccc(Cl)cc2)[C@H](C)CN([C@@H](C)CO)C3=O)cc1
- ROS inducer: 1.4
CCc1nc(NCCN2CCOCC2)c(C#N)c2c1CCCC2
- ROS inducer: -1.8
C/C=C(\C)C(=O)O[C@@H]1[C@@H](OC(C)=O)C2[C@@]3(C)CC[C@H](OC4CC(OC)C(OC5CC(OC)C(OC6CC(OC)C(OC7OC(C)C(OC8OC(CO)C(O)C(O)C8O)C(OC)C7O)C(C)O6)C(C)O5)C(C)O4)CC3=CC[C@@]2(O)[C@@]2(O)CC[C@H](C(C)=O)[C@@]12C (stereo partly drawn)
- ROS inducer: -2.2
COc1ccc(Nc2cc(C)nc(-c3ccccc3)n2)cc1
- ROS inducer: 5.0
COc1ccc(S(=O)(=O)N(C)C[C@H]2Oc3ccc(NC(=O)C4CC4)cc3C(=O)N([C@H](C)CO)C[C@H]2C)cc1
- ROS inducer: 11.1
COc1ccc(NC(=O)Nc2ccc3c(c2)C(=O)N([C@H](C)CO)C[C@@H](C)[C@@H](CN(C)S(=O)(=O)c2cn(C)cn2)O3)cc1
- ROS inducer: 5.5
C[C@@H]1CN([C@@H](C)CO)C(=O)Cc2cc(NC(=O)C3CCCCC3)ccc2O[C@@H]1CN(C)S(=O)(=O)c1ccccc1
- ROS inducer: 1.3
COc1ccc(CN(C)C[C@@H]2Oc3ccc(NC(=O)Nc4ccc5c(c4)OCO5)cc3CC(=O)N([C@H](C)CO)C[C@@H]2C)cc1
- ROS inducer: 19.0
CC(C)NC(=O)N(C)C[C@H]1Oc2c(cccc2N(C)C)C(=O)N([C@@H](C)CO)C[C@H]1C
- ROS inducer: -3.5
Cc1cccc(-c2noc(CN(C(=O)c3ccc([N+](=O)[O-])c(C)c3)C(C)C)n2)c1
- ROS inducer: 17.2
O=C(CSc1nnc(-c2ccncc2)n1-c1cccc(C(F)(F)F)c1)c1ccc(F)cc1
- ROS inducer: -2.0
CC(C(=O)N1CCN(C)CC1)N(c1ccccc1)S(C)(=O)=O (stereo not drawn)
- ROS inducer: -13.3
C[C@H]1CN([C@@H](C)CO)C(=O)Cc2cc(NC(=O)Cc3ccccc3)ccc2O[C@H]1CN(C)C(=O)Nc1ccc(F)cc1
- ROS inducer: -3.2
Cc1ccc(Cn2cc3c(n2)-c2c(oc(C(=O)NCCCN4CCCCCC4)c2C)CC3)cc1
- ROS inducer: -14.1
CSC(=Nc1ccccc1C(F)(F)F)N1CCCC1
- ROS inducer: -9.5
O=C(O)/C=C/c1ccc(-c2ccc(Br)cc2)o1
- ROS inducer: 16.4
COC(=O)CCCCCCC(=O)N/N=C/c1ccc(C#N)cc1
- ROS inducer: 17.4
CCOC(=O)c1cc(-c2ccccc2)sc1NC(=S)Nc1cnn(CC)c1C(N)=O
- ROS inducer: 14.4
C[C@@H]1CN([C@H](C)CO)C(=O)c2cc(NC(=O)c3ccncc3)ccc2O[C@@H]1CN(C)Cc1ccc(C(=O)O)cc1
- ROS inducer: -1.4
CC(C)(C)CC(=O)NCc1cn2ccsc2n1
- ROS inducer: -12.6

Cc1noc(C)c1NC(=O)Nc1cccc2c1O[C@@H](CN(C)Cc1ccc(C(F)(F)F)cc1)[C@H](C)CN([C@H](C)CO)C2=O
- ROS inducer: 6.8
CCn1c(=O)cc(SCC(=O)NCCc2ccc(C)cc2)c2ccccc21
- ROS inducer: -10.1
CCSc1ccccc1C(=O)Nc1ccc(S(=O)(=O)Nc2ncccn2)cc1
- ROS inducer: 4.0
COc1ccc(CN(C)C[C@H]2Oc3c(NC(=O)c4cnccn4)cccc3C(=O)N([C@@H](C)CO)C[C@@H]2C)cc1
- ROS inducer: 23.4
C[C@@H]1CN([C@H](C)CO)C(=O)Cc2cc(NC(=O)Cc3cn(C)c4ccccc34)ccc2O[C@H]1CN(C)Cc1ccc(Cl)c(Cl)c1
- ROS inducer: 39.1
CC[C@H](C)C(=O)O[C@H]1CCC=C2C=C[C@H](C)C(CCC3C[C@@H](O)CC(=O)O3)[C@H]21 (stereo partly drawn)
- ROS inducer: 6.4
COc1ccccc1N1CCN(CC(O)COc2cccc3ccccc23)CC1 (stereo not drawn)
- ROS inducer: -6.6
CC(C)NC(=O)N(C)C[C@@H]1Oc2ccc(NC(=O)Nc3ccc(F)cc3)cc2CC(=O)N([C@H](C)CO)C[C@@H]1C
- ROS inducer: -7.0
Cc1ccc(S(=O)(=O)N(C)C[C@@H]2Oc3ccc(NC(=O)C4CC4)cc3CC(=O)N([C@H](C)CO)C[C@H]2C)cc1
- ROS inducer: 3.2
Cc1noc(C)c1NC(=O)N(C)C[C@H]1Oc2ccc(NC(=O)Nc3ccc4c(c3)OCO4)cc2CC(=O)N([C@H](C)CO)C[C@H]1C
- ROS inducer: -7.9
Cc1ccc(NC(=O)CC(N)C(=O)O)cc1 (stereo not drawn)
- ROS inducer: 8.7
O=C(CSc1nnc2scc(-c3ccccc3)n12)Nc1nsc(-c2ccccc2)n1
- ROS inducer: -9.1
C[C@@H]1CN([C@@H](C)CO)C(=O)c2cc(N(C)C)ccc2O[C@@H]1CN(C)S(C)(=O)=O
- ROS inducer: -7.7
COc1cc2c(cc1OC)CN(C(=O)[C@@H]1[C@H]3C(=O)O[C@H](c4ccccc4)[C@H](c4ccccc4)N3[C@H](c3ccccc3OCCO)[C@@]13C(=O)Nc1ccc(C#CCNC(N)=O)cc13)CC2
- ROS inducer: 18.0
C[C@H](CO)N1C[C@H](C)[C@H](CN(C)C)Oc2ccc(NC(=O)CCCN(C)C)cc2C1=O
- ROS inducer: -4.6
Cc1ccccc1NC(=O)c1ccc(OCC(=O)Nc2ccccc2C(F)(F)F)cc1
- ROS inducer: 52.7
C[C@@H]1CCCCO[C@@H](CN(C)C(=O)NC2CCCCC2)[C@@H](C)CN([C@H](C)CO)C(=O)c2cc(NC(=O)CCC(F)(F)F)ccc2O1
- ROS inducer: 37.6
CN(C)/C=N/c1nnc(SCC(=O)c2ccc(F)cc2)s1
- ROS inducer: -7.1
CC(NS(=O)(=O)c1ccc(F)cc1)C(=O)Nc1ccc(I)cc1 (stereo not drawn)
- ROS inducer: -8.3
Cc1cc(C)nc(SCC(=O)c2cc(C(C)(C)C)c(O)c(C(C)(C)C)c2)n1
- ROS inducer: 2.2
Cc1ccc(-n2nc3ccc(NC(=O)COc4cccc(C)c4)cc3n2)cc1
- ROS inducer: -3.2
CC(C)NC(=O)Nc1cccc2c1O[C@H](CN(C)C(=O)NC(C)C)[C@H](C)CN([C@@H](C)CO)C2=O
- ROS inducer: -7.6
O=c1[nH]snc1N1CCCCC1
- ROS inducer: 14.4
CC(C)NC(=O)Nc1ccc2c(c1)C(=O)N([C@H](C)CO)C[C@H](C)[C@H](CN(C)CC1CCCCC1)O2
- ROS inducer: 6.9
Cc1cccc(S(=O)(=O)N(C)C[C@@H]2OCc3cn(nn3)CCCC(=O)N([C@@H](C)CO)C[C@H]2C)c1
- ROS inducer: -5.6

C[C@H]1CN([C@@H](C)CO)C(=O)CCCn2cc(nn2)CO[C@H]1CN(C)S(=O)(=O)c1ccc(Oc2ccccc2)nc1
- ROS inducer: 2.5
[N-]=[N+]=NCc1ccccc1C[C@]1(C(=O)NCCN2CCOCC2)COC(c2ccc(OCCCO)cc2)=N1
- ROS inducer: 5.0
O=C(CSc1ncn(-c2ccccc2)n1)Nc1ccc(Cl)cc1
- ROS inducer: 28.8
CCOc1ccc(OCc2ccc(C(=O)NC(C)C)o2)cc1
- ROS inducer: -9.1
Cc1ccc(Cl)cc1NC(=O)CN(c1cccc(Cl)c1C)S(C)(=O)=O
- ROS inducer: 12.6
O=C(CCCCCCC(=O)Nc1ccccc1O)N/N=C/c1cn(Cc2ccccc2)c2ccccc12
- ROS inducer: 15.0
C[C@H]1CN([C@@H](C)CO)C(=O)Cc2cc(NS(C)(=O)=O)ccc2O[C@@H]1CN(C)Cc1ccncc1
- ROS inducer: -3.9
C[C@@H]1CN([C@H](C)CO)C(=O)Cc2cc(NS(=O)(=O)c3cccs3)ccc2O[C@@H]1CN(C)S(=O)(=O)c1cccs1
- ROS inducer: 0.3
C[C@@H]1CCCCO[C@H](CN(C)C(=O)Cc2ccccc2)[C@@H](C)CN([C@H](C)CO)C(=O)c2cc(NC(=O)Nc3ccc(C(F)(F)F)cc3)ccc2O1
- ROS inducer: 8.6
Cc1ccc(NC(=O)CN(c2ccc(F)c(Cl)c2)S(C)(=O)=O)c(C)c1
- ROS inducer: 0.2
COc1ccc(NC(=O)CN2CCN(S(=O)(=O)c3c(C)cc(C)cc3C)CC2)cc1
- ROS inducer: 70.2
CC(C)(C)NC(=O)Cc1ccc(Br)cc1
- ROS inducer: -8.3
Clc1ccccc1OCCSc1nnc(-c2cccnc2)n1-c1ccccc1
- ROS inducer: 33.8
CC1(C)CC(=O)C2=C(C1)N(Cc1ccco1)C(=O)C2(NC(=O)c1ccco1)C(F)(F)F (stereo not drawn)
- ROS inducer: -4.9

These rows are one share of the data. The share of hits here may be higher or lower than overall.
